# Bioassay records deposited in PubChem by Sanford-Burnham Center for Chemical Genomics.
# mouse EphA4 binding = inhibitors of EphA4 binding to KYL peptide, primary screen, biochemical, colorimetric, mouse EphA4 (AID 689) | Ephrin type-A receptor 4 (Mus musculus) | EphA4-AP binding to KYL peptide, pNPP A405; higher % means a stronger effect | inhibition, % at 10 µM; hits with a dose series show IC50 in µM | 62,000 compounds, 0.1% hits; in the data active means a potency from the dose series; inactive means the rest, 99 in 100 with inhibition below about 22%
# * = called active by the depositor; & = joins results of further samples. An excerpt (hit frequency here may not be typical).
# A first look (two entries):
mouse EphA4 binding | SMILES
-4% | Cc1ccc(N2CCN(C(=O)CNS(=O)(=O)c3ccc(Br)s3)CC2C)cc1 (stereo unspecified)
-6% | COc1cc(C2C(C#N)=C(N)OC3=C2C(=O)CC(C)(C)C3)c([N+](=O)[O-])cc1OC (stereo unspecified)

# The listing, from the first entry:
mouse EphA4 binding | SMILES
-4% | Cc1ccc(N2CCN(C(=O)CNS(=O)(=O)c3ccc(Br)s3)CC2C)cc1 (stereo unspecified)
-6% | COc1cc(C2C(C#N)=C(N)OC3=C2C(=O)CC(C)(C)C3)c([N+](=O)[O-])cc1OC (stereo unspecified)
0% | CCOc1nonc1C(=N)/C(C(C)=O)=C(\C)O
-11% | CC1CCCCN1C(=O)c1cc(-c2ccc(Cl)c(Cl)c2)on1 (stereo unspecified)
-3% | O=C(Cc1c(O)c2ccccc2[nH]c1=O)NC1CCCCCC1
-2% | Cc1ccc(C=Nc2ccccc2C(N)=O)cc1
2% | COCCn1c(C(C)C)nc2oc3ccccc3c(=O)c2c1=O
-24% | CN1CCN(C(=O)CSc2nc(-c3ccncc3)ccc2C#N)CC1
-6% | COCCOC(=O)c1c(C)oc2ccc(OCc3ccc([N+](=O)[O-])cc3)cc12
-10% | CCc1ccc(N2CC(C(=O)Nc3ccc(Cl)cc3Cl)CC2=O)cc1 (stereo unspecified)
9% | O=C1/C(=C/c2ccc(F)cc2)SC(=S)N1c1ccc(F)cc1
-2% | O=C(NN1C(=O)C2C3C=CC(C4CC34)C2C1=O)c1ccc(Cl)cc1 (stereo unspecified)
8% | COc1ccc(NC(=O)C2CCCN(c3c4c(nc5ncnn35)CCC4)C2)cc1 (stereo unspecified)
-23% | CCNC(=O)c1cc2c(=O)n3cccc(C)c3nc2n(Cc2ccc(C)cc2)c1=N
0% | CN1CCN(CCc2nc3cc(NC(=O)COc4ccccc4)ccc3n2C)CC1
0% | O=C(NCc1ccccc1)C(Cc1ccccc1)N1C(=O)C2C3CCC(C3)C2C1=O (stereo unspecified)
-30% | COc1ccc(-c2nnc(SCC(=O)Nc3ccc(C)cc3)n2C)cc1
4% | CC(=O)N1CCN2C(=O)C1CCCC(=O)c1cc(C3CCCCC3)ccc12 (stereo unspecified)
-2% | Cc1cc(Nc2cccc(O)c2)n2ncnc2n1
1% | Cc1ccc(C)c(CN2C(=O)C3CCCN3c3ccc(S(=O)(=O)N4CCOCC4)cc32)c1 (stereo unspecified)
-10% | COCCCNC(=O)CSC1=Nc2ccccc2C2=NC(Cc3c[nH]c4ccccc34)C(=O)N12 (stereo unspecified)
-7% | CCCCOc1ccc(/C=C/C(=O)NCCc2nc3ccccc3[nH]2)cc1
-6% | CN(CCC(=O)Nc1ccc2c(c1)OCO2)Cc1ccccc1
-3% | CC(C)CNC(=O)COc1ccc2c3c(c(=O)oc2c1)CCC3
-7% | O=[N+]([O-])c1ccc(N/C(=N/S(=O)(=O)c2ccccc2)c2ccccc2)cc1
-5% | COC(=O)C(C)CNCc1ccccc1 (stereo unspecified)
0% | COc1ccccc1NC(=O)CS(=O)(=O)c1cccc2nsnc12
-24% | Cc1ccc(S(=O)(=O)N2Cc3ccccc3CC2C(=O)Nn2cnnc2)cc1 (stereo unspecified)
-3%&5% | Cc1cccc(OCC(=O)Nc2ccc3c(c2)OCO3)c1C
3% | CC(=O)N1C(=O)NC2CC1NC(=O)N2C(C)=O

# 17 consecutive records from above, for reference:
mouse EphA4 binding | SMILES
-2% | O=C(NN1C(=O)C2C3C=CC(C4CC34)C2C1=O)c1ccc(Cl)cc1 (stereo unspecified)
8% | COc1ccc(NC(=O)C2CCCN(c3c4c(nc5ncnn35)CCC4)C2)cc1 (stereo unspecified)
-23% | CCNC(=O)c1cc2c(=O)n3cccc(C)c3nc2n(Cc2ccc(C)cc2)c1=N
0% | CN1CCN(CCc2nc3cc(NC(=O)COc4ccccc4)ccc3n2C)CC1
0% | O=C(NCc1ccccc1)C(Cc1ccccc1)N1C(=O)C2C3CCC(C3)C2C1=O (stereo unspecified)
-30% | COc1ccc(-c2nnc(SCC(=O)Nc3ccc(C)cc3)n2C)cc1
4% | CC(=O)N1CCN2C(=O)C1CCCC(=O)c1cc(C3CCCCC3)ccc12 (stereo unspecified)
-2% | Cc1cc(Nc2cccc(O)c2)n2ncnc2n1
1% | Cc1ccc(C)c(CN2C(=O)C3CCCN3c3ccc(S(=O)(=O)N4CCOCC4)cc32)c1 (stereo unspecified)
-10% | COCCCNC(=O)CSC1=Nc2ccccc2C2=NC(Cc3c[nH]c4ccccc34)C(=O)N12 (stereo unspecified)
-7% | CCCCOc1ccc(/C=C/C(=O)NCCc2nc3ccccc3[nH]2)cc1
-6% | CN(CCC(=O)Nc1ccc2c(c1)OCO2)Cc1ccccc1
-3% | CC(C)CNC(=O)COc1ccc2c3c(c(=O)oc2c1)CCC3
-7% | O=[N+]([O-])c1ccc(N/C(=N/S(=O)(=O)c2ccccc2)c2ccccc2)cc1
-5% | COC(=O)C(C)CNCc1ccccc1 (stereo unspecified)
0% | COc1ccccc1NC(=O)CS(=O)(=O)c1cccc2nsnc12
-24% | Cc1ccc(S(=O)(=O)N2Cc3ccccc3CC2C(=O)Nn2cnnc2)cc1 (stereo unspecified)

# The list continues:
mouse EphA4 binding | SMILES
-4% | CCOC(=O)c1cc(NC(=O)NCc2ccco2)c(C)nc1C
-4% | O=C1c2ccccc2C(=O)N1Cc1cc(-c2ccccc2Cl)no1
-3% | O=C1C2C(C(=O)N1c1cc(C(F)(F)F)ccc1Cl)C1C=CC2C12CC2 (stereo unspecified)
-7% | CC1CCN(C(C)C(=O)Nc2ccccc2-c2ccccc2)CC1 (stereo unspecified)
-23% | Cc1cc(OCC(=O)O)c2cccc(C)c2n1
-3% | Cc1ccc(C(=O)COc2ccccc2C(=O)Nc2ccccc2)cc1
5% | O=C1c2ccccc2C(=O)N1CCCCN(C(=O)c1cc2ccccc2oc1=O)c1ccc(F)cc1F
12% | COc1ccc(OC)c(NC2c3ccccc3C(=O)N2Cc2ccc3c(c2)OCO3)c1 (stereo unspecified)
-12% | CCCNc1nc(C)nc2c1cnn2CCc1ccccc1
-11% | COc1ccccc1NC(=O)Cc1csc(NC(=S)Nc2ccc(C)cc2)n1
7% | COc1cccc(C2CC(c3cccs3)Nc3ncnn32)c1 (stereo unspecified)
-8% | Cc1cc(C(=O)CN2C(=O)NC(c3ccccc3)(c3ccccc3)C2=O)c(C)n1Cc1ccccc1
-12% | Cc1nnc(N2C(=O)c3cccc4cccc(c34)C2=O)s1
-4% | O=C(COc1ccc(Cl)cc1)NCc1nnc(SCC(=O)N2CCCCC2)o1
-1% | O=C(C1CCCN(Cc2ccncc2)C1)N1CCc2ccccc2C1 (stereo unspecified)
-14% | O=C(O)CCCCCNC(=O)c1ccncc1
-19% | O=C(CN(Cc1ccccc1F)S(=O)(=O)c1ccc(Cl)cc1)NCCCO
-9% | c1nc(NCCN2CCOCC2)c2sc3nc(N4CCOCC4)c4c(c3c2n1)CCC4
-14% | CCOc1ccc(Cn2c(=O)oc3ccc(C)cc32)cc1OC
-10% | CC(C)(C)SCCN=C1NS(=O)(=O)c2ccccc21
3% | COc1ccc(CN/C(C)=C(/C#N)C(N)=O)cc1OC
-11% | COc1cc(C(O)c2nc3ccccc3n2C)cc(OC)c1OC (stereo unspecified)
-4% | Cc1ccc(C(=O)O)cc1N1C(=O)C2C3C=CC(C3)C2C1=O (stereo unspecified)
-6% | CC(=O)N1CCN(c2ccc([N+](=O)[O-])c(NC3CC3)c2)CC1
-2% | CCOc1ccccc1C1CC(=O)NC2=C1C(=O)CCC2 (stereo unspecified)
-3% | CC(=O)N1CCN(c2nc3cc4c(cc3nc2NS(=O)(=O)c2ccccc2)OCCO4)CC1
-4% | O=C(c1ccco1)N1CCc2ccccc21
13% | COc1cccc(C(=O)Cn2c(Br)nc3c2c(=O)n(C)c(=O)n3C)c1
-2% | CN(C1CCCCC1)S(=O)(=O)c1ccc(-n2cnnn2)cc1
-11% | CCCCN(C(=O)CNC(=O)c1ccco1)C(C(=O)NC1CCCCC1)c1ccc(OC)cc1OC (stereo unspecified)
-5% | O=C(Nc1ccc(Cl)cc1)Nc1nnc(Cc2cccc(Br)c2)s1
-12% | CCOC(=O)N1CCN(Cc2nc3c(c(=O)n(C)c(=O)n3C)n2Cc2cccc(C)c2)CC1
-5% | O=C(CN1CCCC1)Nc1ccc(Oc2ccc(NC(=O)CN3CCCC3)cc2)cc1
-6% | Cc1cccc(NC(=O)C(=O)NCc2ccccc2Cl)c1C
-10% | Cc1ccc(C)c(NC(=O)C2CC(O)CN2C(=O)OC(C)(C)C)c1 (stereo unspecified)
-11% | O=C(C1CCN(S(=O)(=O)N2CCC3(CC2)OCCO3)CC1)N1CCOCC1
18% | CCOc1cc(C=C2C(=O)NC(=O)NC2=O)ccc1OCc1ccc(Cl)cc1
1% | COc1cc(C=NN2CCN(Cc3ccc(C)cc3C)CC2)cc(Br)c1O
-17% | Cc1ccc(OCC(=O)Nc2nc(-c3ccccc3)cs2)c(C)c1
-23% | COc1cc(/C=N/n2nnnc2N)ccc1O
-1%&-3% | N/C(=N\OC(=O)COc1ccc2ccccc2c1)c1ccccn1
-8% | CCn1c(COc2ccc(=O)n(-c3ccccc3)n2)nnc1SCc1cccc(OC)c1
2% | CC1=NN(c2ccc(Cl)c(Cl)c2)C(=O)/C1=C/c1cccc([N+](=O)[O-])c1
-9% | COc1cc(C=C2C(=O)NC(=S)NC2=O)cc(Br)c1O
-1% | CCCCNC(=O)C1CCN(Cc2ccccn2)CC1
1% | O=C(c1cc2ccccc2c(=O)o1)N1CCCc2ccccc21
6% | O=C1C(Nc2ccccc2)=CC(c2ccccc2F)N1c1ccccc1 (stereo unspecified)
12% | O=C1CN(C(=O)CSc2nnc(C3CC3)n2-c2ccccc2)c2ccccc2N1
9% | O=C(O)c1ccc2c(c1)N(Cc1cccc(F)c1)C(=O)CS2
-17% | Cc1cc(C)c(S(=O)(=O)N2CCCCC2)c(C)c1N(C)S(=O)(=O)c1ccccc1
-21% | Cc1cc(C)c(NC(=O)CS(=O)CC(=O)NCC2CCCO2)c(C)c1 (stereo unspecified)
0% | CCCCCCCCCn1cc(C(C)=O)c(=O)[nH]c1=O
-1% | O=C(Nc1nnc(/N=C/c2ccco2)s1)c1ccc(F)cc1
-12% | O=C(NC1CCCc2ccccc21)C1CCCN(S(=O)(=O)c2cnc[nH]2)C1 (stereo unspecified)
4% | CCOC(=O)c1ccccc1NS(=O)(=O)c1ccc(OCC)cc1
-26% | C=C(C)COc1ccc(-c2nc(N)nc(C)c2Oc2ccccc2OC)c(O)c1
-5% | Cc1ccc(NC(=O)CSc2nnc(Cn3cnc4ccccc43)o2)cc1
-4% | CC(C)(C)NC(=O)C(=O)N/N=C/c1cccs1
-4% | O=S1(=O)C=C(N2CCCCC2)c2ccccc21
-5% | COc1ccc(NC(=S)Nc2cccc([N+](=O)[O-])c2)cc1

# Next results follow:
mouse EphA4 binding | SMILES
-1% | COc1ccccc1C(=S)N1CCOCC1
-10% | O=C(NCc1ccc(N2CCCC2=O)cc1)Nc1cccc2ccccc12
-1% | CCN1C=CC(=C2C(=O)c3ccccc3C2=O)C=C1
-4% | O=C(O)CCC(=O)CCC(=O)c1ccccc1
-12% | Cn1c(=O)[nH]c(=O)c2c1nc(N1CCOCC1)n2CCSc1nc2ccccc2[nH]1
12% | O=C(CN1CCOCC1)Nc1ccc(S(=O)(=O)NC2CCCCC2)cc1
-11% | CCOC(=O)c1oc2nc(CC(C)C)c3c(c2c1N)CCC3
-14% | CS(=O)(=O)Nc1cccc(C(=O)CC2(O)C(=O)Nc3ccc(Br)cc32)c1 (stereo unspecified)
-4% | Cn1sc(NC(=O)c2ccccc2Cl)nc1=O
-2% | CCCCCCOc1cccc(N)c1
-2% | COC(=O)c1cn(N(C)c2ncc(C(F)(F)F)cc2Cl)c(=O)c2ccccc12
-16% | O=C(c1c(O)c2ccccc2oc1=O)C1CCCCC1
-26% | CCOC(=O)Cc1nn(CCc2ccccn2)c(=O)c2ccccc12
0.6µM* | CN(C)c1ccc(/C=C/C=C2/SC(=S)N(c3ccccc3)C2=O)cc1
10% | CCCc1nc2sc3ccccc3c(=O)c2c(=O)n1Cc1ccco1
-12% | COc1ccccc1-c1cc(C(=O)Nc2c(C)n(C)n(-c3ccccc3)c2=O)no1
-3% | CCOC(=O)C1CCN(C(c2cc3ccc(C)cc3[nH]c2=O)c2nnnn2C2CCCCC2)CC1 (stereo unspecified)
-12% | CCCC1=C(C(=O)OCC)C(c2ccccc2OCC)NC(=O)N1C (stereo unspecified)
-10% | O=C(Oc1ccccc1C(=O)Oc1ccccc1)c1ccco1
7% | COc1ccc(NC(=O)CSc2nnc(Cc3cccn3C)n2CCc2ccccc2)cc1OC
-8% | C=CCOC(=O)/C(=C\c1ccc(OC)cc1)NC(=O)c1ccco1
-2% | CC1=C(C(=O)N2CCc3ccccc32)C2(CCC(C)CC2)OC1=O (stereo unspecified)
3% | NC(=O)NCC12CC3CC(CC(C3)C1)C2
-10% | CC(=O)Nc1ccc(S(=O)(=O)N2CCN(c3nc(NC4CCCC4)c4ccccc4n3)CC2)cc1
-5% | Cc1ccc(NC2=NCC(=O)N2Cc2ccc3c(c2)OCO3)cc1
-7% | O=C(Cn1c(C(F)(F)F)nc2ccccc21)c1ccc(F)cc1
-7% | c1ccc(-n2c(SCC3CCCCO3)nnc2-c2cccs2)cc1 (stereo unspecified)
9% | O=C(NCCCN1CCOCC1)c1ccc(CS(=O)(=O)c2ccc(Br)cc2)o1
3% | COCc1cc(C)nc(N2CCOCC2)c1C#N
-6% | COC(=O)c1ccc(CSc2nnc(NCc3ccccc3)s2)o1
-4% | CCCC(=O)N=C1SC2CS(=O)(=O)CC2N1c1ccc(CC)cc1 (stereo unspecified)
4% | O=C(NC(c1ccccc1)c1ccccc1)c1ccc([N+](=O)[O-])cc1
-12% | CCc1cc2c(N3CCN(c4ccccc4)CC3)ncnc2s1
-3% | CN(C)S(=O)(=O)N1CCCN(S(=O)(=O)N(C)C)CC1
-1% | CCOC(=O)c1c(CN2CCN(Cc3ccccc3)CC2)n(C)c2cc(Br)c(OC)cc12
-13% | Cc1ccc(NC(=O)C2CCCN(S(=O)(=O)c3cccs3)C2)cc1 (stereo unspecified)
12% | CCCCN(CC)S(=O)(=O)c1ccc(C(=O)Nc2nnc(-c3cccs3)o2)cc1
-1% | Clc1ccc(N2N=C(c3cccs3)CC2c2ccco2)cc1 (stereo unspecified)
0% | Cc1cc(=O)n2c(ccc3ccccc32)c1C#N
